Bioassay records: PubChem, several laboratories
Neddylation inh: inhibitors of human cullin neddylation; P61081+Q13564; TR-FRET cullin neddylation, biochemical; calls only at 25 µM; hit rate 0.58% among 360,000; AID 651699; in the data active = inhibition above about 36%
Target sequence (P61081 whole entry, looked up): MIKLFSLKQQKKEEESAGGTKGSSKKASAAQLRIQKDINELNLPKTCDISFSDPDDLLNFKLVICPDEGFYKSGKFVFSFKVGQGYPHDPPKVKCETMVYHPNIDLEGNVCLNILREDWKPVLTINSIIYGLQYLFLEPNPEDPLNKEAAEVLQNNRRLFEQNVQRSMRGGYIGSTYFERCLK
Target sequence (Q13564 whole entry, looked up): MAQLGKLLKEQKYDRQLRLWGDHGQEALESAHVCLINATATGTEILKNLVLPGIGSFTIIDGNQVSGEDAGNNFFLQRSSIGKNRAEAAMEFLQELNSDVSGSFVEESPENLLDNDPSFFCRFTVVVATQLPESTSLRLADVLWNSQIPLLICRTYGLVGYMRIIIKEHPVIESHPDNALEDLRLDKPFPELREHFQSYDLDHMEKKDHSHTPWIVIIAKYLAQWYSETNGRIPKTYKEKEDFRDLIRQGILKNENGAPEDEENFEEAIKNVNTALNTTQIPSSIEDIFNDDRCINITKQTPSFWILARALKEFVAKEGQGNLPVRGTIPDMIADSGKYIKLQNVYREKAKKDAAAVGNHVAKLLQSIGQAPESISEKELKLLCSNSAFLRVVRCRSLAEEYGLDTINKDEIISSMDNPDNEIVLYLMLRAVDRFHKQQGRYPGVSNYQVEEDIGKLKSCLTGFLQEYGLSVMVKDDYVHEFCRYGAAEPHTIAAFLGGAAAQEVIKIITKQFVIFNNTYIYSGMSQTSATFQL
NadD inh: blocks S. aureus nicotinate mononucleotide adenylyltransferase | hit rate 0.78% among 360,000 | purified NadD enzyme, colorimetric absorbance read-out | inhibition, % at 20 µM; in the data active = inhibition above about 26%; note: some compounds past the cut are filed as inactive
LMPTP inh: LMPTP (human) inhibition; hit rate 0.22% among 360,000; P24666; recombinant LMPTP-A, OMFP fluorogenic substrate, fluorescence intensity; inhibition, % at 20 µM;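 active = compounds that cut the enzyme signal by at least half of the control window in the single-dose screen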;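 note: plate controls were DMSO wells with enzyme plus substrate for no effect and substrate without enzyme for full effect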
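Buffer or medium: Bis-Tris pH 6.0, DTT, detergent; Assay system: LMPTP-A enzyme; Quantity: 0.625 nM enzyme; Detection: endpoint fluorescence intensity; Times: 50 min dark incubation at room temperature; Controls: substrate-only low control, DMSO enzyme-plus-substrate high control; Doses: single 20 µM dose; Read-out: percent inhibition versus substrate-only and uninhibited controls; Reagent: 400 µM OMFP.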
DNMT1 inh: blocks human DNA methyltransferase DNMT1; P26358; inhibition (reported as % activation of signal), % at 10 µM; DNMT1 molecular beacon, Hinp1I cleavage, fluorescence; hit rate 0.83% among 360,000; in the data active = inhibition above about 50%
NRP1-CendR mod: NRP-1/CendR interaction modulation | O14786 | FAM-RPARPAR peptide binding to NRP-1, fluorescence polarization | AID 602438 | inhibition, % at 25 µM | hit rate 0.85% among 360,000;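 active = inhibition or corrected inhibition above about 18%, plus a signal ratio from 0.5 to 1.5, limit read from the data, passing the limit was not always enough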; note: strong numbers were not always called active
STEP inh: blocks human striatal-enriched tyrosine phosphatase; P54829; inhibition, % at 20 µM; recombinant STEP, OMFP fluorogenic substrate, fluorescence; hit rate 0.25% among 360,000;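 active = inhibition at 20 µM, scaled per plate between control wells, above about 37%, limit read from the data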;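 note: 0% = DMSO with enzyme and substrate and 100% = substrate only without enzyme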
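material = STEP tyrosine phosphatase | reagent = fluorogenic phosphatase substrate OMFP at 25 µM final | doses = single compound dose of 20 µM, 1% DMSO final | schedule = 20 min reaction, room temperature, in the dark | measured by = fluorescence, 480/540 nm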
SKN-1 inh: blocks SKN-1 activity in C. elegans. hit rate 0.49% among 360,000. inhibition, % at 21.8 µM. C. elegans VP596 Pgst-4::GFP/RFP ratio, acrylamide-induced, 24 h;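 active = interference check ratio from 0.5 to 1.5 plus GFP to RFP signal ratio inhibition reaching or exceeding a fixed threshold, cut at about 30% in these data, passing the limit was not always enough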; note: some compounds called inactive have numbers as strong as hits
SUMO1-SIM PPI: modulators of human SUMO1-mediated protein-protein interactions. hit rate 0.33% among 360,000. P63165. inhibition, % at 20 µM. SUMO1 binding to a labelled peptide, TR-FRET, 1 h; in the data active = inhibition above about 37%
Target sequence (P63165 whole entry, looked up): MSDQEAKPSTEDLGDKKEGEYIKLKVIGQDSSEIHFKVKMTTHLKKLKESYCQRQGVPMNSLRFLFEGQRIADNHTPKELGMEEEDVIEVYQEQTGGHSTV
Scp1 inh: blocks human Scp-1 phosphatase activity; hit rate 0.88% among 340,000; Recombinant Scp1, phosphopeptide, malachite green phosphate absorbance; AID 493091; inhibition, % at 20 µM;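 active = inhibition above about 50% at 20 µM, limit read from the data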;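 note: plate controls were DMSO wells with enzyme for no effect and wells lacking enzyme for full effect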
Target sequence (Q9GZU7 76-261 limits assumed): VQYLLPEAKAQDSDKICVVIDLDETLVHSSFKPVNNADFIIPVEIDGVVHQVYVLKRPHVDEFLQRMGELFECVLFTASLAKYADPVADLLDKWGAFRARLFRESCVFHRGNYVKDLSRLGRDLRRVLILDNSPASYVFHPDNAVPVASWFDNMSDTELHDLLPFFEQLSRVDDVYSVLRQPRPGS
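Test system – truncated SCP-1 phosphatase (76-261aa) · Reagent – Phosphorylated 17-residue peptide substrate · Incubation – 45 min room-temperature reaction, 5 min colour, 30 min stabiliser · Detection – colorimetric phosphate reagent with accelerator and stabiliser, absorbance at 630 nm · Measure – % inhibition at 20 µM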
TbMetRS inhib: blocks T. brucei methionyl-tRNA synthetase activity; purified T. brucei MetRS, ATP depletion, Kinase-Glo luminescence; inhibition, % at 11.9 µM; hit rate 0.4% among 360,000;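 active = inhibition above a per-plate cutoff of the control wells' mean inhibition plus 3 SD, cut at about 5.5% in these data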;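 note: 0% = DMSO wells median and 100% = median of wells with control inhibitor compound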
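Material: parasite MetRS enzyme / Replication: singlicate, one well per compound / Signal: luminescence of leftover ATP / Schedule: 2 h aminoacylation at 25 °C after 15 min preincubation / Medium: HEPES-MgCl2-KCl buffer plus DTT, spermine, BSA, pyrophosphatase / Doses: 11.9 µM single point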
Starred values were filed as active, the others as inactive; i = inactive; / = not tested or not shown. Not a hit list (roughly 4.6% active in at least one column).

item | Compound | DNMT1 inh | NadD inh | TbMetRS inhib | LMPTP inh | SUMO1-SIM PPI | STEP inh | Neddylation inh | SKN-1 inh | NRP1-CendR mod | Scp1 inh
1 | COC(=O)c1sccc1NC(=O)CSCC(=O)O | -2 | 3 | -1.7 | 1.2 | 5 | 0 | i | -4 | -1 | 6
2 | Cc1cccc(NC(=O)C2CCN(S(=O)(=O)c3cccc4cccnc34)CC2)n1 | 1 | 8 | -0.7 | -1.1 | 5 | -4 | i | -4 | 5 | -6
3 | CC(=O)c1sc(Nc2cccc3ccccc23)nc1C | 7 | -7 | -0.5 | 0.2 | -1 | -1 | i | -3 | 4 | -7
4 | CCC(C)N1CCN(S(=O)(=O)c2ccc3ccccc3c2)CC1 (stereo unspecified) | -2 | -5 | -0.5 | -2.9 | 1 | 1 | i | -7 | -5 | -10
5 | CC1(Cc2cc(Cl)ccc2C(F)(F)F)C(=O)Nc2cc(F)ccc21 (stereo unspecified) | 9 | -14 | -0.1 | 1.9 | 2 | 0 | i | 22 | 2 | /
6 | Cc1sc(NC(=O)c2ccccc2)c(C(c2ccccn2)N2CCN(CCO)CC2)c1C (stereo unspecified) | -3 | -4 | -0.8 | -1.5 | -1 | -1 | i | -8 | -11 | 0
7 | Cc1ccc(NC(=O)c2cccs2)cc1[N+](=O)[O-] | -1 | -3 | -0.8 | -1.2 | -16 | 1 | i | 33 | 1 | -5
8 | O=c1c2c(nc3cc(-c4cccc(F)c4)[nH]n13)CCC2 | 8 | 15 | 0.7 | 0.0 | 7 | 1 | / | 1 | 11 | -1
9 | COc1ccc(-c2coc3cc(O[C@@H]4O[C@H](CO)[C@@H](O)[C@H](O)[C@H]4O)c(OC)cc3c2=O)cc1 | 3 | -5 | -0.2 | -0.9 | 1 | -2 | i | 5 | 16 | -9
10 | O=C(O)CCCCCNc1ccc2nsnc2c1[N+](=O)[O-] | -5 | 8 | 1.1 | -0.3 | -18 | -1 | i | -1 | 1 | -5
11 | CNc1nc(C)c(C(=O)c2ccc(Cl)cc2)s1 | -1 | -5 | -1.0 | -2.1 | -20 | -4 | i | -13 | 14 | -2
12 | COc1cc(NC(=O)c2cccc(Cl)c2)ccc1NC(=O)c1cccs1 | 0 | -10 | -0.6 | 0.8 | 3 | -3 | / | 5 | 10 | -9
13 | CCOC(=O)COc1ccc2c(c1)C(=O)CC(C)(c1cccnc1)O2 (stereo unspecified) | 0 | 1 | 0.8 | -0.6 | -4 | -1 | / | 0 | -1 | -3
14 | COc1ccc(C=C(C#N)C#N)c(CSc2ccccn2)c1 | -5 | -2 | -0.6 | -0.6 | -19 | -3 | i | -6 | 10 | 1
15 | COc1ccc(/C(C)=N/NC(=O)C2C3CCCCC32)c(OC)c1 (stereo unspecified) | 1 | 0 | -0.7 | -1.1 | -3 | -1 | i | -1 | -4 | -6
16 | O=C(NCCc1cccs1)Nc1ccc2nc([C@@H]3O[C@H](CO)[C@@H](O)[C@H]3O)[nH]c2c1 | 0 | 3 | 0.2 | -0.8 | -12 | -2 | i | -9 | -2 | /
17 | CC1CC(C)CN(CCCNC(=O)c2ccc3c(c2)NC(=O)CS3)C1 (stereo unspecified) | 2 | -1 | -0.4 | -1.4 | -2 | -1 | i | 12 | 12 | -7
18 | COc1ccccc1CC(=O)Nc1nc(-c2ccc(F)c(F)c2)cs1 | 3 | -8 | -1.2 | 2.8 | 3 | 0 | i | 6 | -3 | -14
19 | CCOC(=O)C(=O)N(C)c1c(CC)nc2c(OCc3cccc(OC)c3)cccn12 | -1 | 3 | 0.2 | -1.1 | 3 | 2 | i | 7 | 8 | /
20 | CC(C)(C)c1nc(Sc2ncccc2[N+](=O)[O-])n[nH]1 | 1 | -3 | 0.0 | -0.7 | -24 | -1 | i | -11 | 6 | -4
21 | COC(=O)Nc1c(-c2ccccc2)nc2ccc(Cl)cn12 | 1 | 2 | 0.2 | -0.4 | -1 | -2 | i | 18 | 3 | 8
22 | COc1cccc(N2CCN(S(=O)(=O)c3ccc4c(c3)CC(C)N4C(=O)C3CC3)CC2)c1 (stereo unspecified) | -6 | -2 | -0.1 | -0.1 | -6 | -1 | i | 11 | 10 | -6
23 | CN(c1ccccc1)c1ccc(/C=C/[N+](=O)[O-])cc1 | 1 | 12 | 0.3 | 2.8 | -6 | 0 | i | 35 | -32 | -8
24 | CCOC(=O)c1cnc2cc(-c3ccc(Cl)cc3)nn2c1N | 24 | 7 | -0.1 | -2.7 | 1 | -4 | i | 14 | 0 | 0
25 | C=CCNC(=O)CC(C)C(CCCCC)C(=O)O (stereo unspecified) | 0 | -7 | -0.4 | -0.1 | -2 | 1 | i | -8 | 2 | 0
26 | CC(=O)c1ccc(Nc2ncnc3ccc(Br)cc23)cc1 | -1 | 0 | -0.3 | 1.2 | -6 | -1 | i | 22 | -56 | /
27 | C[C@]12C(=O)N(c3ccccc3)C(=O)N1[C@H]1c3ccccc3OC[C@@H]1[C@H]2c1ccccc1 | -1 | -3 | -0.1 | 1.4 | 0 | 3 | i | 2 | 11 | -18
28 | CN(C)C(=O)COC(=O)c1ccc(S(=O)(=O)NCc2ccco2)cc1 | 44 | -7 | -0.7 | -1.0 | 5 | 5 | i | 1 | 0 | 75*
29 | CC(=Nc1ccccc1)C1=C(O)C(Cc2ccc(F)cc2)NC1=O (stereo unspecified) | 1 | -5 | -0.1 | -0.5 | 8 | -1 | i | 10 | 2 | /
30 | CSc1ccccc1NC(=O)NCCCl | 4 | -1 | -0.6 | -0.2 | -2 | -2 | i | 14 | 15 | 1
31 | COc1ccc2sc(-c3ccccc3OC)c(-c3ccc(OC)nc3)c2c1 | 4 | -5 | -0.3 | 1.2 | -8 | 1 | i | 2 | 7 | 0
32 | CC(=O)c1cc(N2CCOCC2)ccc1[N+](=O)[O-] | 0 | -3 | -0.7 | -0.7 | -29 | 0 | i | -9 | -2 | 1
33 | COc1ccc(CNC(=S)NNC(=O)c2cc3ccccc3o2)cc1 | -1 | -3 | 1.4 | 0.8 | 0 | 2 | i | 10 | 1 | -8
34 | CCN1C(=O)[C@@H]2[C@@H](c3ccc(SC4CCCCC4)cc3)N3CCCC[C@@]3(C(=O)OC)[C@@H]2C1=O | 19 | 12 | -0.2 | 0.9 | 6 | -1 | i | 7 | -34 | -3
35 | Cc1cc(C)nc(SCC(=O)Nc2ccc(S(=O)(=O)N3CCCCC3)cc2)n1 | 1 | -6 | -0.4 | -0.1 | -2 | -2 | i | 2 | 2 | 5
36 | Cc1ccc(C(=O)Nc2ccc(C(=O)N3CCCCC3)cc2)o1 | 1 | -9 | -1.2 | 0.0 | 2 | 1 | i | -9 | 8 | -4
37 | O=C(O)c1ccc(N2C(=O)/C(=C/c3ccc(-c4ccc([N+](=O)[O-])cc4)o3)C=C2c2ccccc2)cc1 | 81* | 56* | 0.2 | 79* | 103* | 87* | i | 18 | -94 | 66*
38 | CCN(CC)C(=O)c1ncn2c1c(=O)[nH]c1ccccc12 | 6 | 2 | -0.8 | 0.2 | -15 | 0 | i | -18 | -6 | /
39 | Cc1cccc(C)c1NC(=O)CSc1nnc(C)n1-c1ccccc1 | -1 | -2 | 0.2 | -0.5 | -3 | -3 | i | -3 | -3 | -1
40 | CC1C(=O)Nc2ccccc2N1C(=O)c1ccccc1 (stereo unspecified) | 5 | -5 | -0.5 | -1.3 | -2 | 0 | i | 3 | 3 | -3
41 | COc1cc(/C=N/NC(=O)c2cccs2)ccc1OCc1ccccc1 | -5 | -10 | -1.3 | 2.2 | -1 | -4 | i | 1 | 5 | -6
42 | CCOC(=O)CC(=O)CSCC(=O)Nc1ccc(C)cc1 | 1 | -4 | -0.4 | -0.7 | -2 | 2 | i | 9 | 4 | -4
43 | Cc1nn(-c2ccccc2)c(C)c1C(=O)OCC(=O)N1CC(=O)Nc2ccccc21 | -1 | 1 | -0.7 | 0.0 | 2 | -2 | i | 2 | -1 | 9
44 | Cc1nc(Nc2ccccc2C)c2cnn(C)c2n1 | 0 | 2 | -0.4 | -0.7 | 0 | -3 | i | -2 | -3 | 2
45 | COc1ccccc1-c1cc(C(=O)NCc2ccccc2)no1 | -4 | -9 | -0.5 | 1.5 | 2 | 0 | i | -13 | 0 | -8
46 | CCc1noc(C)c1C(=O)Nc1ccc(-c2nnc3n2CCCCC3)cc1 | 1 | -2 | -0.8 | 0.7 | 9 | -1 | i | 3 | 9 | 6
47 | Cc1nnc(-c2ccc(Oc3ccc(C)c(C)c3)c([N+](=O)[O-])c2)o1 | -2 | -7 | 0.8 | 2.9 | -24 | 1 | i | 4 | 7 | -10
48 | C=CCOc1cccc(C2C(C(=O)c3ccco3)=C(O)C(=O)N2Cc2ccncc2)c1 (stereo unspecified) | 0 | 9 | 0.6 | 0.2 | -5 | 2 | i | 6 | -8 | -2
49 | Cc1ccc(-n2c(SCC(=O)NCC3CCCO3)nc3c(c2=O)SCC3)cc1 (stereo unspecified) | 3 | 3 | 0.0 | -1.0 | -13 | 1 | i | -9 | 11 | -5
50 | CN(Cc1ccccc1)C(=O)CSc1nc2ccccc2[nH]1 | 1 | -4 | 0.9 | -0.7 | 7 | 0 | i | 8 | 7 | -9
51 | COc1ccc(-c2cc(C(=O)N3CCN(c4ccccc4O)CC3)c3ccccc3n2)cc1 | -14 | 9 | -0.1 | 4.4 | 0 | 2 | i | 13 | -7 | -8
52 | Cc1cccc(-c2cc3nc4c(c(N5CCOCC5)n3n2)CCCC4)c1 | -2 | 0 | -0.4 | 2.1 | 11 | 3 | / | 20 | 0 | 1
53 | C/C(CC(=O)Nc1ccc2c(c1)OCO2)=N\NC(=O)C(c1ccccc1)c1ccccc1 | 0 | -1 | 0.0 | 0.7 | 2 | 4 | i | 14 | -11 | -2
54 | COc1cc(Cl)ccc1OCc1cc(C(=O)N2CCCCCC2)no1 | 3 | -8 | 0.8 | 0.1 | 7 | 1 | i | 13 | 4 | -16

Four compounds from above, reduced to Neddylation inh and LMPTP inh.
item	structure	Neddylation inh	LMPTP inh
43	Cc1nn(-c2ccccc2)c(C)c1C(=O)OCC(=O)N1CC(=O)Nc2ccccc21	i	0.0
44	Cc1nc(Nc2ccccc2C)c2cnn(C)c2n1	i	-0.7
45	COc1ccccc1-c1cc(C(=O)NCc2ccccc2)no1	i	1.5
46	CCc1noc(C)c1C(=O)Nc1ccc(-c2nnc3n2CCCCC3)cc1	i	0.7
